# Screening data (PubChem BioAssay)
# Rac1 GTP hydrolysis: MgcRacGAP GTPase-activating activity inhibitors, confirmation, biochemical, ADP Hunter fluorescence; MgcRacGAP-stimulated Rac1 GTP hydrolysis, ADP Hunter fluorescence; higher % means a stronger effect; GST-tagged Rac1 F28L mutant substrate; inhibition, % at 30 µM, or IC50 in µM where a hit was titrated; 340,000 tested, 0.6% active;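 active = first-screen hits whose inhibition reached a set limit at any dose in the follow-up dose series; inconclusive = inhibition above the set first-screen limit but never retested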;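 note: fluorescence reports GDP produced by GAP-driven GTP hydrolysis; strong numbers were not always called active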
# ER stress rescue: rescue of cells from ER stress-induced death, primary screen, 384-well, CSM14.1, thapsigargin, ATP luminescence (AID 1222); CSM14.1 thapsigargin-induced death rescue, ATP luminescence; higher % means a stronger effect; one-dose cellular ATP content (survival), % at 20 µM; EC50 in µM for titrated hits; 190,000 tested, under 10 active;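 active = EC50 below 50 µM in the dose-response confirmation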;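 note: death triggered by thapsigargin at about 15 µM added after 2 h compound pretreatment; cell ATP read after overnight thapsigargin exposure of roughly 18 to 22 hours; normalized against plate controls of thapsigargin alone and 5% DMSO vehicle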
# West Nile antiviral: inhibition of WNV-induced cytopathic effect – cell-based, CPE readout (AID 1621); 290,000 tested, 0.02% active; one-dose CPE inhibition, % at 10 µM; IC50 in µM for titrated hits; West Nile virus-infected cells, CPE inhibition; higher % means a stronger effect; in the data active = a potency from the dose series; inconclusive = CPE inhibition mostly from about 3.7% at the one dose, without a potency; inactive = the rest, 99 in 100 with CPE inhibition below about 2.2%; note: strong numbers were not always called active
# Large T inhibition: TAg ATPase/helicase activity blockers – biochemical (AID 1903); SV40 large T antigen ATPase/helicase inhibition assay; higher % means a stronger effect; 310,000 tested, 0.39% active; inhibition, % at 20 µM; hits with a dose series show IC50 in µM; in the data active = a potency from the dose series; inconclusive = inhibition mostly from about 32% at the one dose, without a potency; inactive = the rest, 99 in 100 with inhibition below about 32%; note: strong numbers were not always called active
# LYP inhibition: inhibitors of LYP phosphatase, biochemical, fluorescence intensity, uHTS (AID 1779); recombinant LYP phosphatase, fluorescence intensity; higher % means a stronger effect; inhibition, % at 11.5 µM, or IC50 in µM where a hit was titrated; 290,000 tested, 0.054% active; in the data active = inhibition above about 50%;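 note: plate controls were vehicle with enzyme for no effect and no enzyme for full effect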
# Dengue-2 NS5 capping: flavivirus cap methylation enzyme inhibition – biochemical, confirmation dose response, primary screen (AID 588689); 340,000 tested, 0.3% active; inhibition, % at 25 µM, or IC50 in µM where a hit was titrated; Dengue-2 NS5 methyltransferase capping enzyme assay, biochemical; higher % means a stronger effect; in the data active = a potency from the dose series; inconclusive = inhibition above about 29% without an active follow-up result
# RSV CPE inhibition: inhibition of RSV-induced cytopathic effect – HEp-2 cells, primary 10 µM value included (AID 2391). HEp-2 cells, RSV-induced CPE inhibition; higher % means a stronger effect. CPE inhibition, % at 10 µM, or IC50 in µM where a hit was titrated. 310,000 tested, 0.13% active; in the data active = a potency from the dose series; inconclusive = CPE inhibition mostly from about 23% at the one dose, without a potency; inactive = the rest, 99 in 100 with CPE inhibition below about 21%; note: strong numbers were not always called active
# PhoP inhibition: PhoP-dependent GFP reporter repression – Salmonella Typhimurium, primary screen (AID 1863); 300,000 tested, 0.16% active; one-dose inhibition, % at 50 µM; IC50 in µM for titrated hits; S. Typhimurium PhoP-regulated promoter GFP reporter, 4 h; higher % means a stronger effect;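 active = inhibition over 29.93%, a cutoff 3 SD above the screen mean, later confirmed by dose response; inconclusive = inhibition over 29.93% but no dose response follow-up; inactive = inhibition at most 29.93% or unconfirmed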;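 note: 0% = low Mg2+ inducing control and 100% = high Mg2+ repressing control; strong numbers were not always called active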
# GPR35 arrestin U2OS: inhibition of zaprinast-stimulated GPR35 beta-arrestin translocation – imaging, U2OS, beta-arrestin-GFP, zaprinast agonist, primary screen (AID 2058); U2OS GPR35 beta-arrestin-GFP translocation imaging, zaprinast antagonism; higher % means a stronger effect; one-dose inhibition, % at 10 µM; IC50 in µM for titrated hits; 290,000 tested, 0.052% active;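 active = inhibition of at least 50% with at least 30 cells and total cytoplasm GFP at most 10,000,000; inconclusive = under 30 cells or total GFP of 10,000,000 plus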
# Active calls of the source: *; u = inconclusive; x = not tested or not shown.
# Value order: Rac1 GTP hydrolysis, ER stress rescue, West Nile antiviral, Large T inhibition, LYP inhibition, Dengue-2 NS5 capping, RSV CPE inhibition, PhoP inhibition, GPR35 arrestin U2OS
O=C(O)C1(Cc2nc3ccccc3[nH]2)CCCC1
  3%, x, -0.8%, 4%, -2%, -4%, 0.5%, -14%, 16%
CCCCNC(=O)O[C@H]1C[C@@H]2CCN3C(=O)CCC[C@H]([C@H]1CC)[C@H]23
  1%, x, -1.0%, 9%, -12%, -3%, 2.2%, -1%, 13%
Cc1cc(C)n(-c2ccc3nnc(C)n3n2)n1
  8%, x, 0.5%, 4%, -12%, -3%, 55%, -9%, 4%
Cc1csc(SCC(=O)NC(C)c2ccccc2)n1 (centres undefined)
  6%, -1.7%, 0.0%, 7%, -7%, -11%, 0.3%, -2%, -13%
CCCOc1ccc(Cc2nc(N)nc(N)n2)cc1
  2%, -0.8%, -0.3%, -2%, -4%, -7%, u, 20%, -6%
Cc1ccccc1NC(=O)c1ccccc1NS(=O)(=O)c1cccc2cccnc12
  17%, -0.1%, 0.9%, 14%, -6%, 1%, 1.7%, 10%, 6%
CCCCCCNc1nc(-c2ccc(OC)cc2)c(CCC(=O)O)s1
  5%, 0.8%, -0.8%, 3%, -2%, 6%, 0.7%, -4%, 4%
CS(=O)(=O)N(Cc1ccccc1)c1ccc(C(=O)NCCSCc2ccco2)cc1
  8%, -0.1%, -0.4%, 30%, 4%, -1%, -1.4%, 3%, 2%
CCn1c(=O)cc(SCC(=O)NCCN2CCN(Cc3ccccc3)CC2)c2ccccc21
  7%, -2.6%, 0.2%, 3%, 3%, 0%, -2.0%, -4%, 12%
Cc1nc(N2CCOCC2)nc(Oc2ccccc2)c1[N+](=O)[O-]
  11%, x, -0.7%, -4%, -4%, -8%, 5.9%, 1%, -6%
O=C1CC(c2ccco2)Sc2nc3ccccc3n21 (centres undefined)
  17%, 0.0%, 0.6%, -2%, -7%, -9%, -0.2%, 15%, 14%
CCOC(=O)C1=C(N)N(c2ccc(N3CCCCC3)cc2)C(=O)C1
  13%, 1.1%, 0.1%, 17%, -10%, 3%, 0.3%, -18%, -8%
C=CCNC(=O)c1ccccc1NC(=O)c1ccc(Cl)c(S(=O)(=O)Nc2cc(C)ccc2C)c1
  5%, -2.3%, -0.2%, -2%, 0%, -4%, 5.7%, -9%, 0%
CS(=O)(=O)c1ccc2nc(NC(=O)c3ccc(N4C(=O)CCC4=O)cc3)sc2c1
  x, x, 0.1%, 5%, -8%, x, -0.7%, -7%, -11%
Cc1ccc2[nH]c(C(=O)O)c(NC(=O)CN3CCN(c4cccc(C)c4C)CC3)c2c1
  0%, 0.1%, 0.1%, 9%, -2%, u, 48%, -2%, 0%

# Three compounds already listed, sorted by the value under LYP inhibition, rising:
compound	Rac1 GTP hydrolysis	West Nile antiviral	Large T inhibition	LYP inhibition	Dengue-2 NS5 capping	RSV CPE inhibition	PhoP inhibition	GPR35 arrestin U2OS
Cc1nc(N2CCOCC2)nc(Oc2ccccc2)c1[N+](=O)[O-]	11%	-0.7%	-4%	-4%	-8%	5.9%	1%	-6%
Cc1ccc2[nH]c(C(=O)O)c(NC(=O)CN3CCN(c4cccc(C)c4C)CC3)c2c1	0%	0.1%	9%	-2%	u	48%	-2%	0%
C=CCNC(=O)c1ccccc1NC(=O)c1ccc(Cl)c(S(=O)(=O)Nc2cc(C)ccc2C)c1	5%	-0.2%	-2%	0%	-4%	5.7%	-9%	0%

# (list continues)
# Value order: Rac1 GTP hydrolysis, ER stress rescue, West Nile antiviral, Large T inhibition, LYP inhibition, Dengue-2 NS5 capping, RSV CPE inhibition, PhoP inhibition, GPR35 arrestin U2OS
COc1cc(C(=O)NCC(=O)OCC(=O)Nc2nnc(-c3ccccc3)o2)cc(OC)c1OC
  6%, x, x, 19%, x, 3%, 1.1%, -10%, x
NC(=O)CCC(=O)N1CCCC(C(=O)c2ccc3c4c(cccc24)CC3)C1 (centres undefined)
  4%, 0.9%, -0.6%, 0%, -6%, -2%, 3.2%, 2%, 1%
C#Cc1ccc([C@@H]2C=C(C(=O)N3CCOCC3)O[C@H](OCCCCO)C2)cc1
  10%, 0.3%, 0.1%, 3%, -6%, 4%, 1.5%, 2%, -5%
Cc1ccc(/C=N/NC(=O)Cc2ccc(Cl)cc2)c(O)c1
  17%, x, u, 9%, -12%, 5%, 9.2%, 7%, 5%
Cc1cc(OCCCC(=O)NNC(=O)c2ccncc2)ccc1Cl
  7%, x, 0.0%, 27%, -8%, 3%, 2.3%, 2%, -10%
O=C(CSc1nc(-c2ccco2)cc(C(F)(F)F)n1)NN1CCOCC1
  2%, 0.2%, 1.2%, 7%, -9%, -5%, 0.4%, -2%, 6%
COc1ccc(NC(=O)CCS(=O)(=O)c2ccccc2)c(OC)c1
  2%, 2.9%, -0.2%, 0%, 2%, -3%, 1.1%, 9%, 2%
CCOC(=O)C1=C(CSc2nc(-c3ccncc3)ccc2C#N)OC(N)=C(C#N)C1c1cccnc1 (centres undefined)
  11%, 3.3%, 0.4%, 17%, -2%, 2%, 1.5%, -1%, -2%
CNC(=S)NC(CC(=O)OC)c1ccc2c(c1)OCO2 (centres undefined)
  -1%, 1.6%, 0.3%, -3%, -6%, 1%, 4.7%, -1%, -9%
Cc1cccc(NC(=O)CCC2CCN(Cc3nccs3)CC2)c1
  9%, x, 0.2%, 2%, -7%, -6%, -1.2%, 5%, 17%
CC(Sc1nncn1C)C(=O)Nc1ccc(S(N)(=O)=O)cc1 (centres undefined)
  7%, x, 0.0%, x, -6%, -3%, -0.6%, -14%, 5%
O=C(NC1CCOCC1)C1CCC(=O)N(Cc2ccc(Cl)cc2)C1 (centres undefined)
  5%, x, 0.7%, 9%, -1%, -2%, 1.4%, -9%, -2%
COc1ccc(NS(=O)(=O)CC(C)C)c(OC)c1
  6%, -2.9%, -0.3%, 6%, -3%, -2%, 2.4%, 1%, 0%
O=c1/c(=C/c2cn(-c3ccccc3)nc2-c2ccc(F)cc2)sc2nc3ccccc3n12
  x, -0.9%, 0.6%, 1%, -5%, x, x, -2%, -3%
CCOc1ccc(N(CC(=O)N2CCN(c3ccccc3F)CC2)S(=O)(=O)c2c(C)noc2C)cc1
  -13%, x, -0.7%, 4%, -4%, 2%, -0.4%, 8%, 15%

# Following part:
# Value order: Rac1 GTP hydrolysis, ER stress rescue, West Nile antiviral, Large T inhibition, LYP inhibition, Dengue-2 NS5 capping, RSV CPE inhibition, PhoP inhibition, GPR35 arrestin U2OS
Cc1ccc(S(=O)(=O)NC(C)C(=O)N2CCOCCOCCOCCOCC2)cc1 (centres undefined)
  9%, x, -0.2%, 0%, -9%, 1%, 0.9%, 4%, -3%
O=C(CCn1cnc2ccccc21)N/N=C/c1ccc(O)cc1
  52µM*, -1.5%, 0.1%, 14µM*, -2%, -3%, 0.2%, 2%, -13%
CN(C)S(=O)(=O)c1cc(NC(=O)CNCCN2CCOCC2)ccc1Cl
  154µM*, x, -0.4%, 17%, -9%, 0%, 1.4%, -4%, -6%
Cc1nn(C)cc1C(C)NCc1c(C(=O)N2CCCCCCC2)nc2ccc(Cl)cn12 (centres undefined)
  5%, -0.4%, -0.7%, -4%, -6%, -1%, -0.2%, -4%, 2%
CCCn1nc(C(=O)Nc2cccc(C(=O)OC)c2)c2ccccc2c1=O
  9%, 3.0%, 0.4%, 10%, -1%, -2%, -0.1%, -3%, 11%
O=C(Nc1cccc(-c2ccc(N3CCCCC3)nn2)c1)c1ccco1
  -1%, x, x, 25%, x, -6%, -1.8%, 14%, x
COc1ccc(CNC(=O)C2CCCN(S(=O)(=O)c3c(C)n[nH]c3C)C2)cc1 (centres undefined)
  -1%, 0.5%, -0.2%, 10%, -5%, -3%, 4.5%, -4%, -5%
CCn1ncc(/C=N\NC(=O)COc2ccccc2)c1C
  -4%, 0.7%, 0.1%, 2%, -3%, -1%, 2.3%, 4%, -4%
COc1ccc(OC)c(NC(=O)CN2C(=O)COc3ccc(S(=O)(=O)N4CCCC4)cc32)c1
  11%, x, -0.1%, 15%, -4%, -14%, 1.0%, -4%, 14%
C[C@@H]1CC[C@@]2(O[C@H](CCO)C[C@@H](O)[C@@H]2O)O1
  11%, -5.8%, 0.1%, 1%, -3%, -2%, 0.5%, -4%, 2%
Cc1cccc(N=Nc2cn[nH]c2-c2ccco2)c1
  6%, -1.2%, 0.5%, 7%, 7%, 2%, 13%, 6%, -9%
S=C(NC1CCCCC1)N(CCc1nc2ccccc2[nH]1)C1CCCC1
  4%, -0.2%, -0.4%, 4%, -2%, -6%, 2.7%, 1%, 4%
Cc1cccc(NC(=S)NCC2CCCO2)c1 (centres undefined)
  5%, 2.5%, 0.1%, 9%, -2%, -3%, 2.2%, 10%, -17%
CC(=O)NC(=S)Nc1cccc2ccc(C)nc12
  5%, x, 0.4%, 9%, -5%, 3%, u, -3%, 1%
CCNc1nc(NC(C)C)nc(SCCOC(=O)c2ccccc2)n1
  11%, 4.0%, -0.9%, 7%, 4%, -10%, 1.7%, -1%, -1%

# Rewritten bar-delimited: ten of the compounds above.
mol | Rac1 GTP hydrolysis | ER stress rescue | West Nile antiviral | Large T inhibition | LYP inhibition | Dengue-2 NS5 capping | RSV CPE inhibition | PhoP inhibition | GPR35 arrestin U2OS
O=C(CCn1cnc2ccccc21)N/N=C/c1ccc(O)cc1 | 52µM* | -1.5% | 0.1% | 14µM* | -2% | -3% | 0.2% | 2% | -13%
CN(C)S(=O)(=O)c1cc(NC(=O)CNCCN2CCOCC2)ccc1Cl | 154µM* | x | -0.4% | 17% | -9% | 0% | 1.4% | -4% | -6%
Cc1nn(C)cc1C(C)NCc1c(C(=O)N2CCCCCCC2)nc2ccc(Cl)cn12 (centres undefined) | 5% | -0.4% | -0.7% | -4% | -6% | -1% | -0.2% | -4% | 2%
CCCn1nc(C(=O)Nc2cccc(C(=O)OC)c2)c2ccccc2c1=O | 9% | 3.0% | 0.4% | 10% | -1% | -2% | -0.1% | -3% | 11%
O=C(Nc1cccc(-c2ccc(N3CCCCC3)nn2)c1)c1ccco1 | -1% | x | x | 25% | x | -6% | -1.8% | 14% | x
COc1ccc(CNC(=O)C2CCCN(S(=O)(=O)c3c(C)n[nH]c3C)C2)cc1 (centres undefined) | -1% | 0.5% | -0.2% | 10% | -5% | -3% | 4.5% | -4% | -5%
CCn1ncc(/C=N\NC(=O)COc2ccccc2)c1C | -4% | 0.7% | 0.1% | 2% | -3% | -1% | 2.3% | 4% | -4%
COc1ccc(OC)c(NC(=O)CN2C(=O)COc3ccc(S(=O)(=O)N4CCCC4)cc32)c1 | 11% | x | -0.1% | 15% | -4% | -14% | 1.0% | -4% | 14%
C[C@@H]1CC[C@@]2(O[C@H](CCO)C[C@@H](O)[C@@H]2O)O1 | 11% | -5.8% | 0.1% | 1% | -3% | -2% | 0.5% | -4% | 2%
Cc1cccc(N=Nc2cn[nH]c2-c2ccco2)c1 | 6% | -1.2% | 0.5% | 7% | 7% | 2% | 13% | 6% | -9%
